Assay outcomes deposited in PubChem by The Scripps Research Institute Molecular Screening Center.
M1 ag parental: M1 agonist counterscreen hit in parental CHO-K1 cells. Fluo-8 calcium fluorescence; scaled to maximal ATP response, vehicle zero. activation, % at 3 µM. AID 602248. hit rate 0.48% among 360,000; in the data active = activation above about 15%;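 also: untransfected CHO-K1 host cells lacking M1 receptor as counterscreen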
M4 antag: CHRM4 antagonism in calcium assay. P08173. CHO-hM4 cells, ACh EC80, Fluo-8 calcium fluorescence. inhibition, % at 3 µM. hit rate 0.73% among 360,000;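 active = inhibition above its plate's cutoff, the mean inhibition of sample wells plus 3 SD, cut at about 27% in these data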;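 also: 0% = acetylcholine EC80 with DMSO and 100% = DMSO without agonist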
Target sequence (P08173 whole entry, looked up): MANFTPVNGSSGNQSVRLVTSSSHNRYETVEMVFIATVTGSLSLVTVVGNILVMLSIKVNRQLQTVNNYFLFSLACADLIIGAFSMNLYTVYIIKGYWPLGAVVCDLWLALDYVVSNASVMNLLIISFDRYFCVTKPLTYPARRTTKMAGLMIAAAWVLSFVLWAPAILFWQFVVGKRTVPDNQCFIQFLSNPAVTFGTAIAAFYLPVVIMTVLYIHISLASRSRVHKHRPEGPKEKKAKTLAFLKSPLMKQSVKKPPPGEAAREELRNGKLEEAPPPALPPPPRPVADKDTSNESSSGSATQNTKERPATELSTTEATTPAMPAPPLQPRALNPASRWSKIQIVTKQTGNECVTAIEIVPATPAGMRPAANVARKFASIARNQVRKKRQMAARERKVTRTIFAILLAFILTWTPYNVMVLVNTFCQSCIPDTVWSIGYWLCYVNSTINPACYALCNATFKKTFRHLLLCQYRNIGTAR
CHRM1 PAM: positive allosteric modulators of human M1 muscarinic receptor. activation, % at 3 µM. P11229. hit rate 0.088% among 360,000. CHO-K1 hM1, Fluo-8 calcium fluorescence, ACh EC20; 0% = ACh EC20, 100% = maximal ACh; in the data active = activation above about 19%, passing the limit was not always enough
M1 antag: blocks human M1 muscarinic receptor. P11229. CHO-K1 hM1, Fluo-8 calcium fluorescence, ACh EC80 antagonist. inhibition, % at 3 µM. hit rate 1.3% among 360,000. AID 588852;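 active = percent inhibition above its own plate's cutoff, namely the mean of that plate's compound wells plus 3 SD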;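 also: peak over basal fluorescence ratio during 140 s after agonist addition; 0% = ACh EC80 plus DMSO and 100% = DMSO alone without agonist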
OXTR potentiate: potentiates the human oxytocin receptor response; P30559; CHO-OTR cells, Fluo-8 calcium fluorescence, potentiator mode; 0% = oxytocin EC15, 100% = EC100; activation, % at 3 µM; hit rate 0.061% among 320,000; AID 2445;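 active = activation above that plate's cutoff, the mean activation of tested compounds plus 3 SD, cut at about 6.6% in these data, passing the limit was not always enough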;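 also: 100% uses oxytocin at 75 nM as the full agonist control; some results filed as inactive read as strong as hits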
Target sequence (P30559 whole entry, looked up): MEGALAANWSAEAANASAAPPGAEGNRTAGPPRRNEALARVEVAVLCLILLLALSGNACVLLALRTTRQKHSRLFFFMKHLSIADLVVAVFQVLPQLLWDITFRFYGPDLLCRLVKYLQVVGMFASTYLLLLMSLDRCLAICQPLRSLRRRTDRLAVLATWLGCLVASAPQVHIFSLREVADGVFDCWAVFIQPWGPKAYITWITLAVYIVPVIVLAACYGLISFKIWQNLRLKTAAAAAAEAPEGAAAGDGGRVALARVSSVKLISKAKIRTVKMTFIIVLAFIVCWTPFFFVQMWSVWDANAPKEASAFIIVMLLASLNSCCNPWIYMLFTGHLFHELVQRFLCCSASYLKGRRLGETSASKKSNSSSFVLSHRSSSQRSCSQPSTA
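Replication – single well per compound, singlicate · Assay system – CHO cell line stably expressing human OTR · Timing – 6 min pre-incubation, 100 s read · Measure – normalized max/min fluorescence ratio, % activation · Doses – 3.0 µM, one dose · Detection – Fluo-8 calcium dye fluorescence · Probe or stimulus – oxytocin near EC15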
CHO-K1 Ca antag: counter-screen for M1 antagonists: effect in parental CHO-K1 cells; ATP-induced calcium, Fluo-8 fluorescence; inhibition, % at 3 µM; hit rate 0.6% among 360,000; AID 602250;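 active = inhibition above a per-plate cutoff, the plate's mean sample inhibition plus 3 SD, cut at about 24% in these data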;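 also: 0% = DMSO plus EC80 ATP and 100% = DMSO alone without ATP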
CHRM4 agonist: CHRM4 agonism in calcium assay; CHO-K1 hM4/Gqi5, Fluo-8 calcium fluorescence; vehicle 0%, full acetylcholine response 100%; hit rate 0.14% among 360,000; P08173; activation, % at 3 µM;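 active = activation above the run mean over all test wells plus 3 SD, cut at about 32% in these data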;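 also: peak over basal fluorescence ratio per well then scaled between controls; 0% = DMSO wells and 100% = acetylcholine at EC100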
CHO parental Ca: counter-screen for OX1R antagonists: effect in parental CHO cells. parental CHO-K1, ATP-induced calcium, Fluo-8 fluorescence. inhibition, % at 5.6 µM. hit rate 0.63% among 330,000. AID 463079;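 active = inhibition above that plate's mean sample inhibition plus 3 SD, cut at about 26% in these data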;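 also: 0% = ATP-challenged DMSO wells and 100% = DMSO wells without ATP; some compounds past the cut are filed as inactive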
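Material: parental CHO cells / Compound: single nominal dose of 5.6 µM per compound / Signal: Fluo-8 fluorescence / Replicates: singlicate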
M1 ag: agonists of human M1 muscarinic receptor; P11229; CHO-K1 hM1, Fluo-8 calcium fluorescence, agonist mode; 0% DMSO, 100% acetylcholine EC100; activation, % at 3 µM; hit rate 0.33% among 360,000;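 active = activation above the run's mean compound activation plus 3 SD, cut at about 16% in these data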;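 also: peak over basal fluorescence ratio within a 140 s kinetic read after compound addition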
Active calls of the source: *; · = no result given.

Sample of the layout, seven compounds:
compound	M1 ag parental	M4 antag	CHRM1 PAM	M1 antag	OXTR potentiate	CHO-K1 Ca antag	CHRM4 agonist	CHO parental Ca	M1 ag
COc1ccccc1N(CN1CCCC1=O)C(=O)c1c(F)cccc1F	0.3	3	10	-16	-2	10	1	-6	0
COc1ccccc1NC(=S)Nc1ccccn1	-0.2	-2	10	-10	-6	3	1	-12	-7
CC(=O)Nc1ccc(S(=O)(=O)N(CCO)Cc2ccccc2)cc1	0.7	-4	-2	-3	-12	-6	2	-4	-2
CC(=O)N1C(=O)N(C)C2C1N(C(C)=O)C(=O)N2C (stereo not given)	0.1	-7	3	0	2	-10	1	-9	0
O=C(Cn1cnc2c(nnn2Cc2ccccc2)c1=O)N1CCN(c2ccccc2)CC1	0.8	-11	2	-9	0	3	3	-14	-6
COc1ccc(-c2csc(N3CCSCC3)n2)cc1	2.2	-4	-3	-2	0	-10	9	-14	-4
COCC1CCCCN1C(=O)CCCn1nnnc1CN1CCC(C)CC1 (stereo not given)	0.8	-8	11	-12	-2	-8	1	-5	-2

The whole of this part, repeating the preview:
compound	M1 ag parental	M4 antag	CHRM1 PAM	M1 antag	OXTR potentiate	CHO-K1 Ca antag	CHRM4 agonist	CHO parental Ca	M1 ag
COc1ccccc1N(CN1CCCC1=O)C(=O)c1c(F)cccc1F	0.3	3	10	-16	-2	10	1	-6	0
COc1ccccc1NC(=S)Nc1ccccn1	-0.2	-2	10	-10	-6	3	1	-12	-7
CC(=O)Nc1ccc(S(=O)(=O)N(CCO)Cc2ccccc2)cc1	0.7	-4	-2	-3	-12	-6	2	-4	-2
CC(=O)N1C(=O)N(C)C2C1N(C(C)=O)C(=O)N2C (stereo not given)	0.1	-7	3	0	2	-10	1	-9	0
O=C(Cn1cnc2c(nnn2Cc2ccccc2)c1=O)N1CCN(c2ccccc2)CC1	0.8	-11	2	-9	0	3	3	-14	-6
COc1ccc(-c2csc(N3CCSCC3)n2)cc1	2.2	-4	-3	-2	0	-10	9	-14	-4
COCC1CCCCN1C(=O)CCCn1nnnc1CN1CCC(C)CC1 (stereo not given)	0.8	-8	11	-12	-2	-8	1	-5	-2
CC(C)=CC(=O)Nc1c(C)cc(C)cc1Cl	-0.3	6	6	-7	-6	6	-1	0	-9
O=C(CCC(=O)NNc1nc2ccccc2c2nc(-c3ccccc3)nn12)NCCCN1CCOCC1	1.5	-1	7	-6	-9	-5	2	-14	-9
COCCCN(C(=O)CSCc1ccc(C)cc1)c1c(N)n(Cc2ccccc2)c(=O)[nH]c1=O	1.7	-4	16	-12	-14	-7	0	-7	-2
CC(=O)Nc1ccc(S(=O)(=O)NCCc2ccc3c(c2)OCCO3)cc1	0.2	-4	5	-7	·	-3	0	·	-1
CN(CC(O)COc1c(F)cc(Br)cc1F)C1CCCCC1 (stereo not given)	8.5	-4	-10	11	-1	-8	3	-4	-12
Cc1cccc(-n2c(SCC(N)=O)nc3c(c2=O)C2(CCCCC2)Cc2ccccc2-3)c1	-0.2	1	4	1	-2	6	1	-20	0
O=C(N/N=C/c1ccc(O)cc1)c1ccc(NC(=O)c2ccccc2Br)cc1	0.2	21	-2	9	-2	12	2	-2	-1
COCCOC(=O)c1[nH]c2c(c1C)C(=O)CC(c1ccc(N(C)C)cc1)C2 (stereo not given)	16*	3	-6	-4	-13	6	4	-7	5
Cc1cccnc1NC(=O)CSc1nnc(CNC(=O)c2cccc([N+](=O)[O-])c2)n1C	0.6	6	7	-10	3	-21	0	-9	-6
O=C(CN1CCOc2ccccc21)NCc1ccccc1	0.1	-9	11	-17	-6	-13	0	-3	-4
O=C(c1cccs1)N1CCN(Cc2ccccn2)CC1	0.7	5	8	-13	2	-18	1	-4	-7
O=C(CN1CCN(c2ccccc2)CC1)N1CCc2ccccc21	0.3	-7	12	-14	-11	-5	1	-17	-6
Cc1ccc(N=C2C(=O)Nc3ccc(C)c(Br)c32)cc1	0.7	11	2	1	-17	-9	1	-1	-4

Reprinted from the part before: 2 compounds, then new ones.
compound	M1 ag parental	M4 antag	CHRM1 PAM	M1 antag	OXTR potentiate	CHO-K1 Ca antag	CHRM4 agonist	CHO parental Ca	M1 ag
O=C(CN1CCN(c2ccccc2)CC1)N1CCc2ccccc21	0.3	-7	12	-14	-11	-5	1	-17	-6
Cc1ccc(N=C2C(=O)Nc3ccc(C)c(Br)c32)cc1	0.7	11	2	1	-17	-9	1	-1	-4
CCCOc1ccc(CCN2CCC(=O)NC2=O)cc1C	6.2	-8	5	-10	-3	-21	1	-24	-5
Cc1ccc(S(=O)(=O)NC(C)c2ccccc2)cc1[N+](=O)[O-] (stereo not given)	0.9	8	8	-10	-13	-9	0	-15	-6
COc1ccc(-n2c3c(c(=O)[nH]c2=O)C(NC(C)=O)(C(F)(F)F)C(=O)N3)cc1 (stereo not given)	0.4	-4	3	-2	-8	0	2	-14	-5
O=C(CSc1nc(-c2ccccc2)c(-c2ccccc2)o1)Nc1nncs1	0.3	1	8	-7	-6	3	0	-12	-4
Cc1ccc(Cn2c(C3CCCN3c3nc(-c4ccc(F)cc4)cs3)nc3cc(C(=O)NCCCO)ccc32)cc1 (stereo not given)	-0.2	9	0	4	-1	2	0	-12	-1
Cc1ccc(OCC(=O)N(C)CC(=O)Nc2ccccc2Cl)c([N+](=O)[O-])n1	-0.2	-8	10	-6	1	10	0	-9	-2
CN(C1CCCCC1)S(=O)(=O)c1ccc(NC(=O)c2ccco2)cc1	2.6	-7	1	-6	-11	-7	6	-23	-3
CCOc1cccc2cc(C(=O)Oc3ccc(OC)cc3)c(=O)oc12	16*	3	11	-4	-11	-1	0	-7	6
COc1ccc(NC(=O)COC(=O)c2c(C)noc2C)cc1Cl	0.1	2	3	-11	·	-3	1	·	-2
CCCCC(=O)c1c(C)cc(C)[nH]c1=O	0.3	-3	3	-1	0	1	0	-5	-4
CCOC(=O)C1=CCN(S(=O)(=O)c2ccc(C)cc2)C1c1cccc(F)c1 (stereo not given)	0.7	-2	-6	14	·	17	0	·	-8
Cc1c(-c2cccs2)[n+](=O)c2c(n1[O-])CCC2	-0.2	6	6	-16	-19	-3	0	-10	-3
Nc1[nH]c(=O)nc2snnc12	1.4	-12	10	-24	·	-19	1	·	-2
CC(C)NC(=O)N(C)C[C@@H]1OCc2cnnn2CCCC(=O)N([C@H](C)CO)C[C@@H]1C	-0.2	-6	1	0	·	0	1	·	0
COc1ccccc1N1CCN(C(=O)c2ccc(Br)o2)CC1	0.9	-1	9	9	-4	-2	2	4	2
O=C(O)CCC(=O)N1CCN(c2nc(-c3ccccc3Cl)c3cc(Br)ccc3n2)CC1	0.1	-1	10	-13	1	-9	1	-7	-3
CC(C)C[C@H](NC(=O)c1nc[nH]c1C(=O)NC1CCN(C(=O)OC(C)(C)C)CC1)C(=O)OC(C)(C)C	-0.3	-3	5	-10	-10	-24	6	-41	-2
CCOC(=O)C1(C)CCN1C(=O)c1ccc(OC)c(F)c1 (stereo not given)	-0.1	-7	5	-5	·	3	0	·	-2
Cc1ccc(N2CC(C(=O)OCC(=O)Nc3cc(C)on3)CC2=O)c(C)c1 (stereo not given)	-0.6	-13	12	-4	-4	-3	1	-5	-1
O=C(CSCc1c(F)cccc1Cl)NNC(=S)NC1CCCCC1	3.3	-5	5	-7	-14	-1	7	-10	0

The results go on:
Each structure is followed by: M1 ag parental	M4 antag	CHRM1 PAM	M1 antag	OXTR potentiate	CHO-K1 Ca antag	CHRM4 agonist	CHO parental Ca	M1 ag
- O=C(/C=C/c1ccccc1)NCc1cccnc1
→ 0.0	-2	4	2	-6	7	5	-18	-9
- Nc1nc2cc3c(cc2cc1C(=O)NCc1ccc(F)cc1)OCO3
→ 12	11	·	·	·	15	15	·	·
- COc1ccc(/C=N/NC(=O)c2ccncc2)c(OC)c1
→ 0.3	-18	7	-8	-11	-7	2	-11	-4
- FC(F)(F)c1cc(-c2cccs2)nc(-n2cc(Br)cn2)n1
→ 0.1	-8	-2	4	-10	-9	-1	-32	-3
- COc1ccc(NC(=S)N2CCN(C(=O)C3CCCO3)CC2)cc1 (stereo not given)
→ 0.1	10	11	-19	·	-3	0	·	-2
- CC(C)(C)[C@H]1C=C(C(=O)Nc2ccccc2)O[C@@H](OCc2ccc(CO)cc2)C1
→ -0.7	-2	-2	-1	-3	-11	4	-26	-3
- O=C1CSC(=S)N1Nc1ccccc1
→ 11	7	10	-8	·	2	7	·	4
- COc1ccc(NC(=S)NCCC(c2ccccc2)c2ccccc2)c(OC)c1
→ 0.5	10	-12	-3	-16	0	0	-19	-5
- Cc1ccc(NC(=O)COC(=O)C2C3CC4OC(=O)C2C4C3)cc1 (stereo not given)
→ -0.1	3	13	-15	-3	6	2	0	-5
- COc1cc(Br)c(C(C)NC(=O)c2ccc(C)cc2)cc1OC (stereo not given)
→ 3.1	-2	-7	-1	0	-24	2	0	1
- Nc1ccc2oc(-c3cc(Br)ccc3Cl)nc2c1
→ 0.4	-4	-10	15	0	-21	1	-16	-7
- COc1ccc(OCC(=O)Nc2ccccc2C(=O)NC2CC2)cc1
→ 1.3	3	3	-6	-5	-6	6	9	-2
- C=CCn1c(COc2cccc(C)c2)nnc1SC(C)C(=O)NC1CC1 (stereo not given)
→ 0.2	7	0	6	0	3	1	-13	-3
- COc1ccc(OC)c(NC(=O)N2CCCC(CNS(=O)(=O)c3cccs3)C2)c1 (stereo not given)
→ -0.2	-17	6	5	-10	-13	2	-10	-3
- CC1=C(C)[N+](=O)C2CCCCC2N1[O-] (stereo not given)
→ -0.7	1	7	-5	-5	-1	0	-1	-1
- Cc1c(C(=O)N(Cc2ccc(N(C)C)cc2)C2CCS(=O)(=O)C2)oc2ccccc12 (stereo not given)
→ 0.0	10	11	-8	-5	20	1	-24	2
